Screening data: PubChem, several laboratories
ARFGAP1 inh – rat ARFGAP1 inhibition; inhibition, % at 16.5 µM; Q62848; Arfgap1-stimulated ARF1 GTP hydrolysis, GDP FP detection; 0.26% of 360,000 active; AID 651572;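 active = inhibition above a per-plate limit, mean inhibition of low control wells plus 3 SD, cut at about 25% in these data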;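 note: 0% = DMSO wells with enzyme and 100% = wells lacking Arfgap1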
Target sequence (Q62848 1-136 limits assumed): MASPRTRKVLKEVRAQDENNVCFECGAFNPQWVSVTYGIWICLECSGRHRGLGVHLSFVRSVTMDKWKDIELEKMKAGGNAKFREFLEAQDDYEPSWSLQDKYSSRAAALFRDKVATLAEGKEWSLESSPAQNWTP
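Material: rat Arfgap1 catalytic domain, aa 1-136; also added: human ARF1(Δ1-17)-GTP substrate; compound dosing: one concentration, 16.5 µM, DMSO 1.26%; incubation: GTP hydrolysis reaction 2 h at 25 °C; measured by: Tracer-displacement fluorescence polarization with EDTA stop, 620/688 nm; evaluation: % inhibition from polarization; repeats: one replicate per compound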
ASAP1 GAP inh – inhibitors of human ASAP1 ArfGAP activity; Q9ULH1; ASAP1-stimulated ARF1 GTP hydrolysis, GDP FP detection; inhibition, % at 16.5 µM; 0.19% of 360,000 active; in the data active = inhibition above about 25%;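 note: 0% = vehicle with enzyme and substrate and 100% = no enzyme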
NPR1 activator – GC-A (human) enzyme activation | HEK293 GC-A cells, cGMP TR-FRET, EC30 ANP; 0% at EC30 ANP, 100% saturating ANP | P16066 | 0.14% of 370,000 active | activation, % at 10 µM; in the data active = activation above about 40%
Rev-erbA mod – modulators of human Rev-erb alpha DNA binding. Rev-erbα–FITC-DNA binding, fluorescence polarization, 90 min. activity, % at 10 µM. 0.79% of 370,000 active. AID 1259318;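 active = activity above about 14%, limit read from the data; passing the limit was not always enough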;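 note: 0% = DMSO wells with 35 nM protein and 100% = DMSO wells with 750 nM protein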
SMARCA2 activ – activators of SMARCA2 function | 1% of 370,000 active | AID 652017 | activation, % at 9.1 µM | MG213 cells, MMTV-luciferase reporter, dexamethasone, overnight; in the data active = activation above about 7.8%;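 note: 0% = vehicle wells and 100% = reference activator wells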
PG9 binder – PG9 antibody binding by small molecule. inhibition, % at 6.7 µM. 0.43% of 360,000 active. TR-FRET gp120-PG9 antibody binding; in the data active = inhibition above about 8.5%
rCAG RNA binder – r(CAG) repeat RNA binding. TO-PRO-1 dye displacement fluorescence. inhibition, % at 3 µM. 1.3% of 370,000 active;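 active = inhibition above the plate cutoff, the mean of all test compounds on that plate plus 3 SD, cut at about 35% in these data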;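 note: 0% = DMSO alone and 100% = 100 µM mitoxantrone as full dye displacement; higher means more dye released from RNA so lower well fluorescence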
HTRA1 inh – HTRA1 (human) protease inhibition; Q92743; recombinant HTRA1, FP-rhodamine activity-based probe, fluorescence polarization; inhibition, % at 5.96 µM; 0.5% of 340,000 active; in the data active = inhibition above about 36%;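 note: 0% = enzyme with DMSO and 100% = wells lacking enzyme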
Target sequence (Q92743 whole entry, looked up): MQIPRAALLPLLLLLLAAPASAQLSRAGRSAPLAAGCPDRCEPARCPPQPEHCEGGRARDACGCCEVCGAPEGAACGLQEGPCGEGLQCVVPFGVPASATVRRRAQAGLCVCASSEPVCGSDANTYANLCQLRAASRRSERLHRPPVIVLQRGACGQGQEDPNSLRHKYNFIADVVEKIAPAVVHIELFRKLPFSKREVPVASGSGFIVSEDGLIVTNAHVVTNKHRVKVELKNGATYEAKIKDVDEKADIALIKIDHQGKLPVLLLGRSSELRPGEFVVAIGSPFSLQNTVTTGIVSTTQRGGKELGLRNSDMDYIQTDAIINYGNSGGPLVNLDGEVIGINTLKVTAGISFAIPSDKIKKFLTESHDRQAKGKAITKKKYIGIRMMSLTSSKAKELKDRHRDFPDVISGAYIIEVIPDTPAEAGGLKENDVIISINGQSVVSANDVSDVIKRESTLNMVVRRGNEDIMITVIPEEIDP
mABHD4 FP – inhibits mouse alpha/beta hydrolase domain 4. Q8VD66. purified mABHD4, FP-Rh probe fluorescence polarization. inhibition, % at 8.92 µM. 0.54% of 370,000 active. AID 720543;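 active = inhibition exceeding the mean over every tested compound plus 3 SD, cut at about 30% in these data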;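 note: 0% = plate median of compound wells and 100% = S159A mutant with DMSO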
Target sequence (Q8VD66 whole entry, looked up, the tested form may be a part): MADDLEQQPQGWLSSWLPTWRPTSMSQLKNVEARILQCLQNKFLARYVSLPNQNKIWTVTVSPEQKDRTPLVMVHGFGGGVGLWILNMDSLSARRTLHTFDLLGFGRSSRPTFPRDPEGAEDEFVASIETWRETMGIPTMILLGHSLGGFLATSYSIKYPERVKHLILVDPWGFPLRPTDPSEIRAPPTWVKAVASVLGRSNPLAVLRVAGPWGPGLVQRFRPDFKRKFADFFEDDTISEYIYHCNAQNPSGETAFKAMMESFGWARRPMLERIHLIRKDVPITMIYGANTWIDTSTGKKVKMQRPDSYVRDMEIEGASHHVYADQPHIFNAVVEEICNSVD
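Assay system: wild-type mouse ABHD4 protein; compound: single nominal dose of 8.92 µM, 0.89% DMSO final; schedule: 45 min + 60 min at 25 °C; measured by: FP readout, ex 525 nm / em 598 nm; evaluation: % inhibition of FP-Rh probe binding versus controls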
GC-B act – GC-B (human) receptor activation | P20594 | HEK293-GC-B cells, CNP EC30, cGMP TR-FRET; 0% at EC30 CNP, 100% saturating CNP | activation, % at 10 µM | 0.11% of 370,000 active;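 active = activation at 10 µM reaching about 35% in either raw or pattern-adjusted values, limit read from the data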
Active calls of the source: *; . = no result given.

SMILES | ARFGAP1 inh | ASAP1 GAP inh | NPR1 activator | Rev-erbA mod | SMARCA2 activ | PG9 binder | rCAG RNA binder | HTRA1 inh | mABHD4 FP | GC-B act
CCCCNC(=O)c1ccc(NS(=O)(=O)c2ccc3[nH]c(=O)[nH]c3c2)cc1 | 3.3 | -3.0 | 2.8 | -3.2 | -1.5 | -0.5 | 3.7 | 2.8 | -8.9 | -2.1
CN(C)c1ccc(CNS(=O)(=O)c2csc(C(N)=O)c2)cc1 | -6.9 | -5.6 | -5.2 | -0.2 | 1.1 | -4.2 | -2.5 | 1.5 | -4.2 | 2.8
N#Cc1ccc(NC(=O)COC(=O)CCNS(=O)(=O)c2ccccc2)cc1 | -7.5 | -13.7 | 0.0 | 3.7 | -3.2 | 0.7 | 1.4 | 7.5 | 7.0 | -3.8
CCOC(=O)c1ccccc1NC(=O)CCNC(=O)Cn1cnc2ccccc2c1=O | -1.7 | 4.7 | 0.1 | -2.4 | -2.4 | -0.4 | -2.6 | 5.9 | 9.5 | 7.4
COc1c(C)cc(C(=O)C2CCCN(Cc3c(C)n(C)n(-c4ccccc4)c3=O)C2)cc1C (configuration not stated) | 10.7 | 17.2 | -3.0 | 4.3 | 0.0 | -1.3 | -6.5 | . | -0.7 | -3.7
COc1ccc(-c2cc(=O)oc3c(C)c(OCC(=O)Nc4cccnc4)ccc23)cc1 | -1.6 | -5.3 | 7.8 | 27.6* | -0.7 | -1.4 | 1.4 | -3.8 | 3.2 | 2.7
CC(=O)c1ccc(OCC(O)CN2C(C)(C)CC(O)CC2(C)C)cc1 (configuration not stated) | 8.3 | 6.2 | 2.2 | 1.0 | -1.7 | -0.5 | -0.8 | -0.8 | 5.5 | 1.9
Cc1cc(C)n(-c2cccc(Cl)c2)c(=O)c1C#N | 0.4 | 8.8 | -5.8 | -0.4 | -2.4 | -2.1 | 0.4 | 4.1 | 4.7 | 0.4
Cc1cc(C)nc(N/N=C/C2=C(N3CCOCC3)C(=C/c3ccccc3)/CC2)n1 | -1.4 | 8.1 | 38.6 | -0.7 | 0.3 | -6.3 | 5.0 | 0.4 | 14.7 | 4.0
COc1ccc(N2CCN(c3ncnc4scc(-c5ccc(F)cc5)c34)CC2)cc1 | 16.4 | 5.2 | -6.7 | -4.6 | -2.4 | -1.5 | -1.9 | -8.4 | 5.2 | -4.8
COc1ccc(CCN2C(=O)NC(NS(=O)(=O)c3ccc(N)cc3)(C(F)(F)F)C2=O)cc1OC (configuration not stated) | 6.4 | 4.0 | -1.5 | 6.4 | -2.2 | 1.7 | 1.3 | 6.8 | 11.2 | -9.0
Cc1noc(C)c1COc1ccc(C(=O)N(C)CCOc2ccccc2)cc1 | 0.3 | 0.4 | -4.5 | 2.2 | -2.9 | 0.6 | -0.8 | -2.9 | 2.0 | 4.7

The list goes on (four carried over from the part before).
SMILES | ARFGAP1 inh | ASAP1 GAP inh | NPR1 activator | Rev-erbA mod | SMARCA2 activ | PG9 binder | rCAG RNA binder | HTRA1 inh | mABHD4 FP | GC-B act
Cc1cc(C)nc(N/N=C/C2=C(N3CCOCC3)C(=C/c3ccccc3)/CC2)n1 | -1.4 | 8.1 | 38.6 | -0.7 | 0.3 | -6.3 | 5.0 | 0.4 | 14.7 | 4.0
COc1ccc(N2CCN(c3ncnc4scc(-c5ccc(F)cc5)c34)CC2)cc1 | 16.4 | 5.2 | -6.7 | -4.6 | -2.4 | -1.5 | -1.9 | -8.4 | 5.2 | -4.8
COc1ccc(CCN2C(=O)NC(NS(=O)(=O)c3ccc(N)cc3)(C(F)(F)F)C2=O)cc1OC (configuration not stated) | 6.4 | 4.0 | -1.5 | 6.4 | -2.2 | 1.7 | 1.3 | 6.8 | 11.2 | -9.0
Cc1noc(C)c1COc1ccc(C(=O)N(C)CCOc2ccccc2)cc1 | 0.3 | 0.4 | -4.5 | 2.2 | -2.9 | 0.6 | -0.8 | -2.9 | 2.0 | 4.7
O=C(c1cccs1)n1ccc2ccc(-c3ccc4ccn(C(=O)c5cccs5)c4c3)cc21 | . | . | -0.7 | 6.7 | -1.4 | . | 13.5 | . | -14.2 | 3.9
O=C(CS(=O)(=O)c1ccccc1)N1CCN(c2ccccc2)CC1 | 8.1 | 1.4 | 0.8 | 0.6 | 3.9 | 1.6 | -2.0 | -2.8 | -1.4 | 1.8
O=C(O)CC(NS(=O)(=O)c1cccc2nsnc12)c1ccc(F)cc1 (configuration not stated) | -9.5 | 2.6 | 2.9 | -2.3 | 1.6 | 2.1 | 2.7 | 1.7 | -3.0 | -1.9
O=C(NC1CC1)C1=C[C@H](c2coc3ccccc3c2=O)C[C@H](OCc2ccc(CO)cc2)O1 | 5.7 | 4.0 | -3.9 | 5.1 | 0.1 | 0.8 | -0.5 | 3.4 | 1.0 | -0.8
O=C1CCN(C(=O)c2ccccc2)c2ccccc21 | -9.2 | -0.1 | -1.7 | -3.1 | -2.4 | 0.1 | 2.2 | 2.7 | 1.0 | -0.4
Cc1ccc(NC(=O)Cn2c(/C=C/c3ccccc3)nc3ccccc32)cc1C | 2.3 | 5.1 | -5.3 | 4.6 | 4.1 | 1.8 | 20.8 | -12.5 | -4.6 | -5.8
CC(C)CCNC(=O)C(C)N(C(=O)c1snc(C(N)=O)c1N)c1cnc2ccccc2c1 (configuration not stated) | 1.2 | 1.0 | -4.9 | -7.1 | -2.2 | -1.0 | -1.6 | -4.0 | -9.6 | 0.9
CCOC(=O)C1CCN(C(=O)CNC(=O)c2nn(-c3ccc(OC)c(Cl)c3)c(=O)c3ccccc23)CC1 | -11.4 | -3.2 | 1.9 | -7.3 | 5.4 | -1.2 | -0.3 | -12.5 | -3.1 | 2.2
CC1CCN(S(=O)(=O)c2ccc(S(=O)(=O)N3CCCC3)cc2)CC1 | 1.6 | 2.9 | -2.8 | 3.7 | -2.6 | -2.2 | 2.0 | 1.9 | 1.2 | 8.9
COc1cccc(OCCNc2cc(N3CCOCC3)ccc2[N+](=O)[O-])c1 | 2.1 | 7.6 | 3.5 | 6.4 | 6.3 | -2.2 | 1.6 | -34.4 | -8.2 | 8.2
COc1ccccc1NC(=O)CSc1nnc(-c2ccc(C)cc2)o1 | -0.4 | 2.6 | 7.0 | -2.6 | 5.6 | -0.7 | 0.3 | 9.1 | 0.6 | 2.6
Cc1ccc(C)c(NC(=O)C2CC3c4ccccc4C2c2ccccc23)c1 (configuration not stated) | -2.1 | 10.1 | -21.5 | 2.9 | 2.6 | -0.4 | 2.5 | -5.7 | -7.0 | -14.2
CC1(C(=O)NS(=O)(=O)c2cccc(C#N)c2)CCN1C(=O)c1ccccc1 (configuration not stated) | 5.0 | -7.9 | 3.7 | 3.2 | -2.2 | -0.5 | -1.9 | . | -2.0 | -0.8
O=C(NCc1ccc(Cl)cc1)c1ccc(Cn2cc(C(F)(F)F)ccc2=O)cc1 | -1.7 | -2.0 | -1.8 | 7.5 | -2.2 | 1.6 | -312.8 | -18.6 | -4.5 | -0.8
CCn1cc(S(=O)(=O)NCc2ccc(OC)cc2)cn1 | 11.8 | -15.8 | 3.8 | 3.4 | 0.7 | -1.6 | 0.6 | 3.8 | 0.5 | -1.1
CCN1CCN(CCC(=O)Nc2cc(OC)ccc2OC)CC1 | 1.8 | 16.0 | 6.2 | 2.9 | -2.0 | -0.1 | -3.8 | -0.1 | 4.3 | 0.7
CCOc1ccc(N2C(=O)CC(Sc3nc4ccc(OCC)cc4s3)C2=O)cc1 (configuration not stated) | -8.9 | 0.8 | 11.9 | 0.8 | 1.6 | 0.6 | -0.1 | 1.0 | -1.1 | -3.1
Cc1occc1C(=O)NNC(=S)NCc1ccccc1 | -9.3 | 1.3 | -2.5 | 1.6 | -3.2 | 0.3 | 0.4 | 10.3 | -3.3 | 2.3
O=C(NNC(=S)Nc1ccccc1)c1cc(-c2cccnc2)nc2ccccc12 | 15.5 | 19.1 | -9.2 | -3.0 | 0.8 | -0.1 | 50.5* | -16.3 | 5.3 | 0.4
Cc1ccc(NC(=O)CN2C(=O)NC3(CCCc4ccccc43)C2=O)c(C)c1 (configuration not stated) | 13.9 | -10.3 | 2.9 | -2.9 | 2.4 | -0.5 | -5.7 | -1.8 | -2.5 | 0.0
O=C(COc1ccc([N+](=O)[O-])cc1)NNC(=O)Nc1ccc([N+](=O)[O-])cc1 | 6.0 | -8.4 | 1.2 | 1.0 | -1.6 | -2.3 | -0.2 | -7.8 | 3.6 | -4.3
CCN1C(=O)C(=Cc2cccc(OC)c2Oc2ccc([N+](=O)[O-])cc2[N+](=O)[O-])SC1=S | 2.0 | 3.0 | -3.8 | -11.5 | -0.8 | -3.4 | 4.0 | 9.3 | 10.5 | -7.5
O=C(NCC1CCCN1S(=O)(=O)c1cccs1)c1cccc(Cl)c1 (configuration not stated) | -2.0 | 0.4 | 3.2 | -5.0 | -1.6 | 1.4 | 1.9 | -8.9 | 0.5 | -1.0
Cc1nc2ccccn2c1C(=O)NNC(=S)Nc1ccc(Cl)cc1 | 1.1 | 5.8 | -2.2 | 6.1 | -1.1 | -1.7 | 18.9 | 0.6 | 10.6 | 1.4
c1cncc(CNCc2ccco2)c1 | -6.3 | 7.2 | 3.7 | 0.1 | -0.3 | 0.9 | -0.6 | 4.2 | -4.9 | 7.7
Cn1cc(C(=O)NCC(=O)Nc2ccccc2Br)cn1 | -6.5 | 9.1 | 3.2 | 4.1 | 0.9 | 1.5 | 1.5 | 8.4 | 3.3 | 0.7
CC12CCC(C(=O)NCc3cccnc3)(OC1=O)C2(C)C (configuration not stated) | -8.1 | 0.2 | -1.9 | 0.1 | -4.6 | 1.1 | 0.5 | -0.8 | 3.9 | 0.4
Cc1ccc2nc(-c3ccc(NC(=O)CSc4nnc(-c5cccc(Cl)c5)n4Cc4ccco4)cc3)sc2c1 | . | . | 0.8 | -2.5 | -4.0 | . | 44.8* | . | -65.0 | 7.4
Cc1ccc(C(=O)COC(=O)CNC(=O)CN2C(=O)c3ccccc3C2=O)cc1 | 5.5 | 8.7 | 3.4 | 2.7 | 0.1 | -2.0 | -1.1 | 2.9 | -0.5 | 0.6
CCOc1ccc(NC(=O)CSc2ncn[nH]2)cc1 | -2.6 | 9.6 | -0.1 | 2.5 | -1.4 | -1.8 | 1.1 | 1.1 | -3.2 | -0.6
CCOC(=O)CN1C(=O)C(C)(C)Oc2ccc(C(=O)Nc3ccccc3)cc21 | -3.7 | -0.4 | 0.7 | -4.6 | 1.9 | -0.4 | 2.8 | -4.8 | -3.3 | 0.4
C=CCOc1ccc(C2C(C(=O)c3ccc(C)o3)=C(O)C(=O)N2Cc2cccnc2)cc1 (configuration not stated) | 2.5 | -13.7 | 4.9 | -4.2 | 1.5 | 10.6* | 9.5 | 8.6 | 10.0 | 3.4
CCN(C(=O)CCC(=O)N(CC)c1ccccc1)c1ccccc1 | -8.2 | -6.4 | -1.0 | 4.7 | 0.3 | 1.2 | -2.7 | 3.0 | -2.4 | -4.9
O=C(Nc1ccccc1C(=O)N1CCOCC1)c1ccc(F)cc1 | 2.4 | 13.6 | 3.1 | 0.3 | -0.2 | -2.6 | -2.3 | 3.6 | -0.9 | 2.8
COc1cccc(CNC(=O)C2CCCN(c3nn4c(=O)cc(C)nc4s3)C2)c1OC (configuration not stated) | 16.0 | 16.1 | 3.5 | -3.3 | -1.1 | 1.2 | -1.3 | 5.7 | -1.8 | 1.1
